TGFb inhibitor: qHTS for Inhibitors of TGF-b; Potency, µM (highest dose often 46.1 µM), for inactives: top-dose activity, negative = inhibition, hits mostly inhibitors; 1.2% of 410,000 active; HepG2 CAGA-GFP TGF-b/SMAD3 reporter, GFP fluorescence, 18 h; TGF-beta stimulated, 500 pg/mL final; note: potency is the fitted concentration of half-maximal effect; % is set by controls: 0 for no effect and ±100 for the full control effect; nearly all actives have a fitted effect of over 65% in size
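HEPG2 CAGA-GFP cells (1000/well, DMEM with 1% FBS) were pre-incubated 2 h at 37 degrees C, given compound by pin tool, then stimulated with TGF-beta at 500 pg/mL final for 18 h before per-cell GFP fluorescence imaging.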
ATXN2 expr inh: Primary qHTS for Inhibitors of ATXN expression | HEK-293 ATXN2-luciferase reporter, luminescence, 24 h | Potency, µM (titrated, usually from 57 µM), for inactives: top-dose activity change, negative = inhibition, actives largely listed as inhibitors | 0.72% of 360,000 active | AID 1745845, 2022; note: potency is the fitted concentration of half-maximal effect; % is set by controls: 0 for no effect and ±100 for the full control effect; nearly all actives have a fitted effect of over 55% in size
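ATXN2-luciferase reporter cells (luciferase flanked by upstream and downstream ATXN2 gene portions) were treated 24 h at 37 °C with compounds at up to 57 uM. SteadyGlo luminescence gave expression; GF-AFC fluorescence gave viability.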
IL-1B inflam inh: qHTS for Inhibitors of Inflammasome Signaling: IL-1-beta AlphaLISA Primary Screen; activity change, % at 57.5 µM; 4.7% of 360,000 active; AID 743279, 2014; THP-1 LPS/ATP IL-1B secretion, AlphaLISA, 16 h; active compounds read low; in the data active = activity change below about -50%; inconclusive = mostly about -30% to -49%; note: % is set by controls: 0 for no effect and ±100 for the full control effect
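Secreted IL-1B measured by AlphaLISA bead assay after 16 h compound exposure of THP-1 cells; compounds (final up to 57.5 uM) added 1 h before LPS (250 ng/mL) and ATP (1.25 mM) stimulation; lower signal means less secretion.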
Nrf2 block: Nrf2 qHTS screen for inhibitors | 2.1% of 360,000 active | A549 ARE-Fluc reporter, luciferase luminescence, 18-24 h | Potency, µM (doses to about 46 µM), for inactives: at the highest dose activity change, negative = inhibition, most hits filed as inhibitors; note: potency is the fitted concentration of half-maximal effect; % is set by controls: 0 for no effect and ±100 for the full control effect; nearly all actives have a fitted effect of over 60% in size
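Cells were seeded and rested 2 h, then exposed to compounds for 18-24 h. CellTiter-Fluor was read first as a viability measure. BugLite was added 15 min before the final luminescent read of ARE-luciferase activity in A549 cells.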
ATXN viability: Viability Counterscreen for Primary qHTS for Inhibitors of ATXN expression | S2 cells (HEK-293 line with an ATXN2-luciferase reporter) viability, CellTiter-Fluor protease fluorescence, 24 h | Potency, µM (highest dose often 56.7 µM), usual class: cytotoxic | 0.49% of 400,000 active; note: potency is the fitted concentration of half-maximal effect; nearly all actives have a fitted effect of over 40% in size
MCF10A rerep: A quantitative high throughput screen for small molecules that induce DNA re-replication in MCF 10a normal breast cells; MCF 10A DNA re-replication, Hoechst nuclear intensity, 48 h; Potency, µM (doses to about 46.1 µM), without a hit: at the highest dose activity, positive = re-replication, most hits filed as activators; 2.9% of 350,000 active; note: potency is the fitted concentration of half-maximal effect; % of control where 0% means no effect; nearly all actives have a fitted effect of over 50% in size
HepG2 tox: qHTS for Inhibitors of TGF-b: Cytotox Counterscreen | HepG2 CAGA-GFP viability, ATP luminescence, 18 h | 0.76% of 410,000 active | Potency, µM (titrated, usually from 46.1 µM), inactives show at the highest dose activity change, negative = cytotoxicity, hits mostly cytotoxic; note: potency is the fitted concentration of half-maximal effect; some results filed as inactive show a strong effect at the top dose
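CellTiter-Glo luminescence gave cytotoxicity after 18 hours at 37 degrees C. The cells were HepG2 CAGA-GFP in 1% FBS DMEM, stimulated with 500 pg/mL TGF-beta after compound addition. %Activity was normalised to no-cell wells (complete cell-killing) and DMSO (no toxicity), and curves were fitted and classified.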
Nrf2 ARE act: qHTS of Nrf2 Activators | 0.31% of 410,000 active | Potency, µM (highest dose often 46.1 µM), for the others: at the top dose activation, most hits filed as activators | AREc32 ARE-luciferase reporter (MCF7-derived line), luminescence, 24 h | AID 624171, 2012; note: potency is the fitted concentration of half-maximal effect; % of control where 0% means no effect; nearly all actives have a fitted effect of over 65% in size
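Reporter line AREc32 (ARE-Fluc), seeded overnight in OPTI-MEM with 5% FBS; compound pin-transferred, 24 hr at 37 deg C, 5% CO2; luminescent read-out.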
A549 tox: Nrf2 qHTS screen for inhibitors: counterscreen for cytotoxicity | A549 ARE-Fluc cells, CellTiter-Fluor viability, 18-24 h | Potency, µM (series often up to 46 µM), for the others: at the highest dose activity change, negative = cytotoxicity, usual class: inhibitors | 0.16% of 390,000 active | AID 504648, 2011; note: potency is the fitted concentration of half-maximal effect; % is set by controls: 0 for no effect and ±100 for the full control effect
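Cytotoxicity counterscreen: CellTiter-Fluor fluorescence was measured in A549 ARE_Fluc cells after 18-24 h of compound exposure in a concentration series. The subsequent BugLite luminescent read reports ARE-luciferase activity.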
Numbers without * were called inactive; i = inactive; ? = inconclusive; . = no result given; [ ] = dose if it differs, or a comment. Unless noted, calls come from the whole dose curve; as a rule, active = well fitted curve in the direction sought with a large enough effect; inconclusive = small, poorly fitted or top-dose-only effect, or another doubt; inactive = no such curve, though single readings can be large; an effect the other way counts as inactive or inconclusive.

SMILES	TGFb inhibitor	ATXN2 expr inh	IL-1B inflam inh	Nrf2 block	ATXN viability	MCF10A rerep	HepG2 tox	Nrf2 ARE act	A549 tox
CCN1CCCC1CNC(=O)C1CCCN(S(=O)(=O)c2cccc3nsnc23)C1 (stereo not given)	-24%	-4%	-24	2%	i	-5%	-26%	-0.4%	16%
Cc1ccc(NC(=O)c2ccccc2)s1	-19%	22%	-16	?	i	1%	-52%	16%	-2%
COc1cc(C(=O)NCCCN2CCCC2=O)ccc1OCc1ccc(Cl)cc1Cl	0%	-8%	-52*	?	i	7%	-42%	3.7%	-14%
Cc1ccc(NC(=S)NCC2CCCO2)cc1C (stereo not given)	-10%	12%	7	24%	i	-2%	-13%	0.2%	-5%
CC(=O)c1ccc(NS(=O)(=O)c2ccccc2)cc1	21%	12%	-11	2%	i	3%	-15%	2.7%	.
Cc1c(C)c2ccc(OCC(=O)NC(Cc3ccc(Cl)cc3)C(=O)O)cc2oc1=O (stereo not given)	14%	-6%	8	-7%	i	32%	5%	0.1%	7%
COc1ccc(-n2c(SCC(=O)NCC3CCCO3)nc3c(c2=O)SCC3)cc1OC (stereo not given)	-3%	1%	8	4%	i	-25%	-17%	0.0%	-4%
Clc1cccc(Cl)c1COc1ccccn1	-18%	2%	22	0%	i	-2%	-8%	-0.2%	-8%
O=C(CN1CCc2ccccc21)NC(c1ccccc1)c1ccccc1	-3%	-5%	-13	0%	i	0%	2%	-0.1%	-3%
Cc1ccccc1NC(=S)NC(=O)c1cc(-c2ccccc2)nc2ccccc12	-3%	-1%	-1	-24%	i	1%[9.22 µM]	-32%	0.4%	-2%

Single records (already shown). Order of screens: TGFb inhibitor	ATXN2 expr inh	IL-1B inflam inh	Nrf2 block	ATXN viability	MCF10A rerep	HepG2 tox	Nrf2 ARE act	A549 tox
Entry for Cc1ccccc1NC(=S)NC(=O)c1cc(-c2ccccc2)nc2ccccc12 → -3%	-1%	-1	-24%	i	1%[9.22 µM]	-32%	0.4%	-2%
Entry for CCN1CCCC1CNC(=O)C1CCCN(S(=O)(=O)c2cccc3nsnc23)C1 (stereo not given) → -24%	-4%	-24	2%	i	-5%	-26%	-0.4%	16%
Entry for Cc1c(C)c2ccc(OCC(=O)NC(Cc3ccc(Cl)cc3)C(=O)O)cc2oc1=O (stereo not given) → 14%	-6%	8	-7%	i	32%	5%	0.1%	7%

More compounds:
SMILES	TGFb inhibitor	ATXN2 expr inh	IL-1B inflam inh	Nrf2 block	ATXN viability	MCF10A rerep	HepG2 tox	Nrf2 ARE act	A549 tox
CCCNC(=O)C1(C)CCN(C(=O)c2ccc3ccccc3c2)C1 (stereo not given)	1%	2%	-1	.	i	.	-3%	0.5%[9.22 µM]	.
CCN(CC(=O)Nc1ccc2c(c1)OCCO2)C(=O)/C=C/c1cc(Br)ccc1OC	-16%	.	?	.	?	.	-26%	-0.9%	.
O=C(OCc1cn(Cc2ccccc2)nn1)c1ccccc1	0%	12%	23	15%	i	2%	-4%	5.6%	1%
CCOc1cc(C(=O)N/N=C/c2cn(-c3ccccc3)nc2-c2cc3ccccc3o2)cc(OCC)c1OCC	4%	.	22	8%	i	12%	-17%	7.4%	-6%
COc1ccc2c(Sc3ccccc3)c(C(=O)NCC(C)c3ccccc3)[nH]c2c1 (stereo not given)	-18%	7%	.	12%	i	.	0%	0.1%	14%
C/C(=N/OCC(=O)Nc1ccccc1)c1cccs1	1%	40%[activator]	-21	.	i	-1%	-51%	3.4%	7%
O=C(C=Cc1ccccc1F)c1ccccc1	11µM*	?	-65*	.	.	.	-57%	17%	.
CN1/C(=C/C=C/c2n(C)c3cc([N+](=O)[O-])c([N+](=O)[O-])cc3[n+]2C)C(C)(C)c2ccccc21	?	.	-52*	.	.	.	-44%	4.9%	.
COc1cccc(C(=O)CSc2nnnn2C2CCCCC2)c1	-15%	-34%	-11	24%	?	1%	5%	4.3%	-4%
Cc1ccccc1C(=O)NC1CCN(CC(=O)Nc2ccc3c(c2)OCCO3)CC1	-6%	-32%	-11	12%	?	2%	4%	-0.7%	0%
CCCCC1=CC2=CC(=O)C(C)(OC(=O)CC)C(=O)C2=CN1CCCOC(C)C (stereo not given)	-1%	4%	19	7%	i	8%	4%	0.5%	-1%
CCCC1NC(=O)c2cccnc2-n2c1nc1ccc(C)cc1c2=O (stereo not given)	9%	3%	-18	.	?	.	-3%	0.6%	.
CCc1cccc(NC(=O)COc2ccccc2)c1	8%	39%[activator]	-8	21%	i	-4%	-8%	0.0%	8%
c1sc2[n+](c1C13CC4CC(CC(C4)C1)C3)CCS2	-20%	-8%	26	0%	i	?	13%	-0.9%	-3%
CCOC(=O)[C@H]1[C@H]2COc3ccc(Cl)cc3[C@@H]2N2C(=O)CN(Cc3ccco3)C(=O)[C@@]12C	1%	-4%	-10	10%	i	1%	-11%	0.4%	7%
CCn1ccnc1CN(C)Cc1nc(CCC(C)C)no1	-4%	6%	28	0%	i	13%	-4%	0.4%	1%
O=S(=O)(NCCc1nnc2ccc(SCc3cccnc3)nn12)c1ccccc1	7%	.	-7	2%	i	-14%	-3%	-0.4%	-1%
CC(=O)Nc1c(-c2ccccc2)c2cc(Br)ccc2[nH]c1=O	1%	-27%	-29	-22%	?	0.73µM*	-41%	0.4%	8%
COC(=O)c1c(NC(=O)CN(c2ccccc2)S(C)(=O)=O)sc2c1CCCC2	?	-10%	-8	-16%	i	1%	-17%	3.3%	1%
Cc1c(Cl)cccc1NC(=O)CCCN1C(=O)c2cccnc2C1=O	-3%	-12%	43	-2%	i	1%	4%	-0.7%	6%
N#C/C(=N\Nc1cccc(F)c1)C(=O)C1CC1	-19%	.	38	21µM*	i	?	-1%	0.0%	?
CCOC(=O)N1CCC(N2C(=O)c3ccc(C(=O)NCCOC)cc3C2=O)CC1	-2%	10%	23	23%	i	-8%	4%	-0.1%	0%
O=C(O)CSc1nnc(SCc2cccc3ccccc23)s1	-15%	-2%	16	.	i	-26%	0%	-0.5%	-2%
N/C(=C/C(=O)c1ccccc1O)C(F)(F)F	0%	6%	2	4%	i	-13%	11%	-0.3%	2%
Cc1ccc(NC(=O)Cn2nc(C)c([N+](=O)[O-])c2C)cc1C	3%	-5%	17	-8%	?	-27%	-2%	-0.5%	-1%
CC(=O)Nc1ccc(NCCc2ccco2)cc1	-17%	14%	14	.	i	.	-14%	3.3%	.
COc1ccc(-c2ccoc2)cc1[C@H]1[C@H]2C=CC[C@@H](C)[C@@H]2C(=O)N1Cc1ccccc1	?	?	-66*	?	i	18µM*	-68%	7.1%	?
CCOc1ccccc1NC(=O)CCSc1nc2n[nH]c(C)c2c(=N)n1-c1ccccc1Cl	2%	-30%	45	?	i	13µM*	-25%	3.0%	-23%
CC(=O)c1cccc(NC(=O)CSc2nc(=O)n(Cc3cccnc3)c3c2CCC3)c1	3%	-1%	.	.	i	.	0%	-0.4%	0%
NC1=NC(c2cc(F)cc(F)c2)n2c(nc3ccccc32)N1 (stereo not given)	?	7%	.	0%	i	.	-29%	-1.0%	-1%

Records above marked active in IL-1B inflam inh:
molecule	TGFb inhibitor	IL-1B inflam inh
COc1cc(C(=O)NCCCN2CCCC2=O)ccc1OCc1ccc(Cl)cc1Cl	0%	-52*
O=C(C=Cc1ccccc1F)c1ccccc1	11µM*	-65*
CN1/C(=C/C=C/c2n(C)c3cc([N+](=O)[O-])c([N+](=O)[O-])cc3[n+]2C)C(C)(C)c2ccccc21	?	-52*
COc1ccc(-c2ccoc2)cc1[C@H]1[C@H]2C=CC[C@@H](C)[C@@H]2C(=O)N1Cc1ccccc1	?	-66*

Next records follow:
SMILES	TGFb inhibitor	ATXN2 expr inh	IL-1B inflam inh	Nrf2 block	ATXN viability	MCF10A rerep	HepG2 tox	Nrf2 ARE act	A549 tox
CC(=NCc1ccco1)c1c(C)[nH]n(-c2nc3ccccc3s2)c1=O	-4%	-14%	-12	?	i	30%	-54%	-1.9%	-5%
O=c1[nH]c(COc2ccc(Cl)cc2Br)nc2ccccc12	?	54%[activator]	15	23%	i	12%	-21%	4.7%	4%
O=C(COc1ccc2c(-c3ccccc3)cc(=O)oc2c1)Nc1ccc(CCO)cc1	-6%	.	1	10µM*	?	2%	-37%	3.1%	-9%
CCOc1nc(NC(=O)NC(=O)c2ccccc2)nc(-c2ccccc2)n1	0%	4%	28	-3%	i	-4%	16%	2.5%	1%
CC(NC(=O)Cc1ccc(F)cc1)C(c1cccs1)N1CCN(C)CC1 (stereo not given)	-2%	6%	-2	2%	i	-1%	-1%	0.5%	3%
Cc1cccc(N=C2NN=C(c3c(C)[nH]c4ccccc34)CS2)c1	0%	28µM*	?	?	?	15µM*	-101%	2.7%	?
COc1cc(C2C(C#N)=C(N)OC3=C2C(=O)CC(C)(C)C3)cc([N+](=O)[O-])c1O (stereo not given)	-1%	2%	-21	-8%	i	0%	1%	3.8%	-10%
Cc1ccc(SCC(=O)Nc2ccc(N3CCN(C)CC3)c(F)c2)c(C)c1	1%	.	-20	12%	i	?	2%	0.0%	-1%
COc1cc2c(cc1OC)C(C)N(C(=O)CCc1c[nH]c3ccccc13)CC2 (stereo not given)	0%	-5%	21	8%	i	?	-5%	0.2%	-8%
CCCN(C(=O)CSc1ccccc1C(=O)O)C1CCS(=O)(=O)C1 (stereo not given)	1%	.	-3	9%	?	1%	7%	-0.2%	11%
CCOC(=O)C1CCCN(S(=O)(=O)c2csc(C(N)=O)c2)C1 (stereo not given)	99%[activator]	.	.	?	.	.	53%	-0.5%	3%
CC(C)C(NC(=O)c1ccccc1)C(=O)NCC(c1ccccc1)N(C)C (stereo not given)	2%	-15%[11.3 µM]	2	-3%	i	8%	-38%	-0.2%	3%
O=C(C1CC2C=CC1C2)N1CCN(c2ccccc2)CC1 (stereo not given)	4%	.	-5	-9%	i	-4%	3%	-0.3%	-8%

Screens from PubChem BioAssay.
